# mABHD4 FP: ABHD4 inhibitors, primary screen, biochemical, fluorescence polarization, mouse. (Lyso)-N-acylphosphatidylethanolamine lipase (Mus musculus), Q8VD66. purified mABHD4, FP-Rh probe fluorescence polarization. inhibition, % at 8.92 µM. actives 0.54% (n = 370,000). AID 720543, 2013;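 active means inhibition exceeding the mean over every tested compound plus 3 SD, cut at about 30% in these data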;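 further: 0% = plate median of compound wells and 100% = S159A mutant with DMSO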
#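 Material: mouse ABHD4 enzyme, wild type; Benchmarks: S159A mutant high control, sample median low control; Buffer or medium: HEPES pH 7.0, NaCl, Pluronic buffer; Signal: fluorescence polarization; Read-out: percent inhibition of probe binding, normalized to plate controls; Timing: pre-incubation 45 min, probe exposure 60 min, at 25 °C; Dosing: 8.92 µM, single dose.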
# SMARCA2 activ: SMARCA2 (BRM) function activators, primary screen, cell-based, luminescence, high throughput; actives 1% (n = 370,000); MG213 cells, MMTV-luciferase reporter, dexamethasone, overnight; activation, % at 9.1 µM; in the data active means activation above about 7.8%;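 further: 0% = vehicle wells and 100% = reference activator wells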
# ASAP1 GAP inh: inhibitors of human ASAP1 ArfGAP activity, primary screen, biochemical, fluorescence polarization; actives 0.19% (n = 360,000); Arf-GAP with SH3 domain, ANK repeat and PH domain-containing protein 1 (Homo sapiens), …; inhibition, % at 16.5 µM; ASAP1-stimulated ARF1 GTP hydrolysis, GDP FP detection; in the data active means inhibition above about 25%;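 further: 0% = vehicle with enzyme and substrate and 100% = no enzyme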
# Rev-erbA mod: modulators of Rev-erb alpha DNA binding, primary screen, biochemical, FITC-DNA, fluorescence polarization, uHTS | Rev-erbα–FITC-DNA binding, 90 min | activity, % at 10 µM | actives 0.79% (n = 370,000);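 active means activity above about 14%, limit read from the data; passing the limit was not always enough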;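 further: 0% = DMSO wells with 35 nM protein and 100% = DMSO wells with 750 nM protein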
# NPR2 activator: human GC-B receptor activators, primary screen, HEK293 GC-B cells, cGMP TR-FRET, EC30 CNP | Atrial natriuretic peptide receptor 2 (Homo sapiens), P20594 | 0% at EC30 CNP, 100% saturating CNP | activation, % at 10 µM | actives 0.11% (n = 370,000) | AID 1920062, 2024;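 active means activation at 10 µM reaching about 35% in either raw or pattern-adjusted values, limit read from the data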
# HTRA1 inhibitor: HTRA1 serine protease inhibitors, primary screen, biochemical, fluorescence polarization, HTS. AID 504803, 2011. Q92743. recombinant HTRA1, FP-rhodamine activity-based probe. actives 0.5% (n = 340,000). inhibition, % at 5.96 µM; in the data active means inhibition above about 36%;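 further: 0% = enzyme with DMSO and 100% = wells lacking enzyme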
# rCAG RNA binder: binders of r(CAG) RNA repeats, primary screen, biochemical, fluorescence. inhibition, % at 3 µM. r(CAG) RNA repeat, TO-PRO-1 dye displacement fluorescence. actives 1.3% (n = 370,000);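 active means inhibition above the plate cutoff, the mean of all test compounds on that plate plus 3 SD, cut at about 35% in these data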;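 further: 0% = DMSO alone and 100% = 100 µM mitoxantrone as full dye displacement; higher means more dye released from RNA so lower well fluorescence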
# PG9 Ab binder: binders of HIV-1 gp120 antibody PG9, primary screen, biochemical, TR-FRET | inhibition, % at 6.7 µM | HIV-1 gp120 / PG9 antibody interaction | TR-FRET gp120-PG9 antibody binding | actives 0.43% (n = 360,000); in the data active means inhibition above about 8.5%
# GC-A act: GC-A stimulated cGMP production enhancers – HEK293 GC-A cells, cGMP TR-FRET, EC30 ANP, primary screen | Atrial natriuretic peptide receptor 1 (Homo sapiens), P16066 | 0% at EC30 ANP, 100% saturating ANP | activation, % at 10 µM | actives 0.14% (n = 370,000) | AID 1671463, 2021; in the data active means activation above about 40%
# Target sequence (P16066 whole entry, looked up): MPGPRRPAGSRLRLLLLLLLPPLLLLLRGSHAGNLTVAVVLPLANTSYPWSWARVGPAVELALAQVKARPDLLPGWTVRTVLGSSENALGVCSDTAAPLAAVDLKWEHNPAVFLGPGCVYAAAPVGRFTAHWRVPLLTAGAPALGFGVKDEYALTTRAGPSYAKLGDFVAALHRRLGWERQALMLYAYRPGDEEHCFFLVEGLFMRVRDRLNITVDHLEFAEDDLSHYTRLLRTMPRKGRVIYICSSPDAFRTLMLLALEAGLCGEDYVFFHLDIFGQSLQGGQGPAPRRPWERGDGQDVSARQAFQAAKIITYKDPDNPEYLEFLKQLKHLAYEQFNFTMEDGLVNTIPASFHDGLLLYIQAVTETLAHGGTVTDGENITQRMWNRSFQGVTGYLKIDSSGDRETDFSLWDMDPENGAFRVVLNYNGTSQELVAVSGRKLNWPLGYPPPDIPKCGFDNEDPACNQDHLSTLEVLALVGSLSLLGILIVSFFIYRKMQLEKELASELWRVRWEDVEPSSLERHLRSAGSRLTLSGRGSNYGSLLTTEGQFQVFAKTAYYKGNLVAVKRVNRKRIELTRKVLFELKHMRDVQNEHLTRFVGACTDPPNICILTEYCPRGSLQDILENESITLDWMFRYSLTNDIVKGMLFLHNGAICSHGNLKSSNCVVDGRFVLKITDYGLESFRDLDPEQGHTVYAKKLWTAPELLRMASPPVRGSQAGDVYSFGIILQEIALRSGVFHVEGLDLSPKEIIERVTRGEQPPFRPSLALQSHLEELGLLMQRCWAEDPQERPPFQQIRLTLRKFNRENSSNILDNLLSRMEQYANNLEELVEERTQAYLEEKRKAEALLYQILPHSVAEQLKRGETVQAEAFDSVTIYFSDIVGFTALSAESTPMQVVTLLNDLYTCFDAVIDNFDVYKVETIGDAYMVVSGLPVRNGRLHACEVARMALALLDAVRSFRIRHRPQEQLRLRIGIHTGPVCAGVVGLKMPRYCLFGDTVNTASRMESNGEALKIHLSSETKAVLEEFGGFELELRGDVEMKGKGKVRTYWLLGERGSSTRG
# ARFGAP1 inh: inhibitors of rat ARFGAP1 GAP activity, primary screen, biochemical, fluorescence polarization, GDP tracer; AID 651572, 2012; ADP-ribosylation factor GTPase-activating protein 1 (Rattus norvegicus), Q62848; inhibition, % at 16.5 µM; Arfgap1-stimulated ARF1 GTP hydrolysis, GDP FP detection; actives 0.26% (n = 360,000);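 active means inhibition above a per-plate limit, mean inhibition of low control wells plus 3 SD, cut at about 25% in these data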;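 further: 0% = DMSO wells with enzyme and 100% = wells lacking Arfgap1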
#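 Material: truncated rat Arfgap1 GAP domain; Incubation: compound-enzyme preincubation 20 min, reaction 120 min, detection 60 min, 25 °C; Read-out: percent inhibition of Arfgap1-stimulated GTP hydrolysis; Technique: FP, GDP Alexa 633 tracer displaced from anti-GDP antibody, 620/688 nm; Controls: No-Arfgap1 wells (100%) versus DMSO full-reaction wells (0%); Replication: single well per compound.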
# Starred values were filed as active, the others as inactive; · = not tested or not shown.
SMILES,mABHD4 FP,SMARCA2 activ,ASAP1 GAP inh,Rev-erbA mod,NPR2 activator,HTRA1 inhibitor,rCAG RNA binder,PG9 Ab binder,GC-A act,ARFGAP1 inh
CCOc1ccc(CCNC(=O)c2ccc(Oc3ccccc3)cc2)cc1OCC,3,·,·,-4,2,·,·,·,0,·
Cc1cc2c(c(=O)n1Cc1ccc3c(c1)OCO3)C(c1cccnc1)C(C#N)=C(N)O2 (configuration not stated),-13,-3,-5,1,3,2,5,2.3,-3,-6
Cc1ccc2[nH]c3c(=O)[nH]ncc3c2c1,3,2,-2,-1,2,8,-1,-0.4,0,-3
O=C(CSc1ncnc2nc[nH]c12)Nc1ccc(Br)cc1Cl,1,4,-1,-1,-1,3,4,-0.6,-6,5
C/C(N)=C(/C#N)C(=O)COC(=O)C1CCC(C(C)(C)C)CC1 (configuration not stated),-8,-6,3,3,-4,-12,-5,1.2,0,1
Cc1ccc(NC(=O)CN2C(=O)NC3(CCCCC3C)C2=O)cc1S(=O)(=O)N1CCCCC1 (configuration not stated),-2,-1,0,6,6,-10,0,-0.6,-1,2
CCCC1OC2CC3C4CCC5=CC(=O)C=CC5(C)C4C(O)CC3(C)C2(C(=O)O)O1 (configuration not stated),6,0,-6,-3,2,2,1,-1.0,-2,-10
COc1ccc(-c2ccc(-c3noc(-c4ccccc4C)n3)c(OC)n2)cc1,-6,-1,0,40*,-17,-6,4,1.8,2,-4
CC(C)CC(/C(O)=C(\C#N)c1nc2ccccc2[nH]1)N1C(=O)c2ccccc2C1=O (configuration not stated),-9,-1,18,0,5,17,17,-1.1,-4,9
CCCOc1ccc(N2C(=O)CC(N(Cc3ccco3)C(=O)CC)C2=O)cc1 (configuration not stated),-6,2,-19,-1,5,4,5,-0.1,0,-9

# As entered above:
# ARFGAP1 inh result of COc1ccc(-c2ccc(-c3noc(-c4ccccc4C)n3)c(OC)n2)cc1 is entered as -4
# NPR2 activator result of CCOc1ccc(CCNC(=O)c2ccc(Oc3ccccc3)cc2)cc1OCC is entered as 2
# mABHD4 FP result of C/C(N)=C(/C#N)C(=O)COC(=O)C1CCC(C(C)(C)C)CC1 (configuration not stated) is entered as -8
# ARFGAP1 inh result of Cc1ccc(NC(=O)CN2C(=O)NC3(CCCCC3C)C2=O)cc1S(=O)(=O)N1CCCCC1 (configuration not stated) is entered as 2

# Sorted by value in HTRA1 inhibitor (high to low): four from the list above.
mol	HTRA1 inhibitor
CC(C)CC(/C(O)=C(\C#N)c1nc2ccccc2[nH]1)N1C(=O)c2ccccc2C1=O (configuration not stated)	17
Cc1ccc2[nH]c3c(=O)[nH]ncc3c2c1	8
Cc1cc2c(c(=O)n1Cc1ccc3c(c1)OCO3)C(c1cccnc1)C(C#N)=C(N)O2 (configuration not stated)	2
Cc1ccc(NC(=O)CN2C(=O)NC3(CCCCC3C)C2=O)cc1S(=O)(=O)N1CCCCC1 (configuration not stated)	-10

# Next section
SMILES,mABHD4 FP,SMARCA2 activ,ASAP1 GAP inh,Rev-erbA mod,NPR2 activator,HTRA1 inhibitor,rCAG RNA binder,PG9 Ab binder,GC-A act,ARFGAP1 inh
CCOC(=O)C1=C(C)N(c2nonc2NC(C)=O)C(N)=C(C#N)C1c1ccccc1F (configuration not stated),-10,-1,-5,6,-14,-9,2,-1.0,-10,-4
C=CCN(CC=C)CCOc1ccccc1[N+](=O)[O-],5,1,8,-6,-1,3,-3,-3.5,3,-18
Cc1cccc(OC(C)CCN2CCC(C(O)(c3ccccc3)c3ccccc3)CC2)c1 (configuration not stated),2,-5,·,-2,-10,·,2,·,-17,·
C[C@@H]1CN([C@@H](C)CO)C(=O)CCCn2nncc2CO[C@H]1CN(C)C(=O)c1ccccc1,3,1,11,1,0,-4,0,-1.9,2,-4
O=C(Cc1ccc([N+](=O)[O-])cc1)Nc1cccc(C(=O)N2CCCCC2)c1,-3,-2,2,-2,1,-3,2,-0.4,4,-1
CNC(=O)c1c(NC(=O)CS(=O)(=O)c2ccc(F)cc2)sc(C)c1C,0,-2,-4,0,1,2,-1,0.3,0,13
CN1C(=O)C(O)(CC(=O)c2ccccn2)c2cc(Br)ccc21 (configuration not stated),-8,-1,-9,2,4,-1,3,3.7,-7,4
COCCCN=C1NN=C(c2cc(C)n(Cc3ccccc3Cl)c2C)CS1,7,-1,-13,3,1,12,4,0.6,0,1
Cc1ccc2nc(-c3ccc(NC(=O)CN(c4ccccc4C)S(C)(=O)=O)cc3)sc2c1,-7,8,10,1,3,-22,6,3.1,3,14
Oc1ccc(C[C@H]2CNC(=S)N2C[C@H]2CCCN2C[C@H](Cc2ccccc2)N2C[C@H](Cc3ccccc3)N(CC3CCCCC3)C2=S)cc1,-3,3,16,-2,-1,·,16,-0.3,0,12
CC(C)(C)OC(=O)N1CCC[C@H]1C(=O)NCC1CCC(C(=O)O)CC1 (some centres not stated),-2,0,5,3,-1,0,2,-1.7,1,26*
Cc1sc2ncn(CC(=O)NCCCN3CC(C)CC(C)C3)c(=O)c2c1S(=O)(=O)N1CC(C)CC(C)C1 (configuration not stated),-1,0,14,3,1,4,8,1.5,-5,-6
CCN(CC)CCNC(=S)Nc1ccc2nc(N3CCCC3)cc(C)c2c1,9,9.6*,-2,-4,2,3,4,0.3,8,8
CC(C)OC(=O)c1nn2c(C(F)(F)F)cc(-c3ccc(Br)o3)nc2c1Br,13,1,2,-1,9,0,29,-1.6,5,-5
CCCCCSc1nnc(C)c(=O)[nH]1,·,·,·,-5,-1,0,·,·,-2,·
Cc1ccc(/C=N/NC(=O)c2cccs2)cc1[N+](=O)[O-],-9,4,-3,1,-1,-16,5,-2.7,-11,-2
COc1ccc(OCC(=O)N(Cc2cccs2)C2CCS(=O)(=O)C2)cc1 (configuration not stated),6,-2,-2,1,0,0,-5,-0.7,-1,13
COc1ccccc1-c1nnc(SCC(=O)N2CCOCC2)o1,-3,-1,17,2,-4,6,4,-4.3,1,6
Cc1ccccc1C1=CC(=O)CC(C)(C)C1=O,0,0,2,-1,1,·,2,0.5,4,-9
Cc1cc(NC(=O)CSCC(=O)Nc2ccccc2Oc2ccccc2)no1,0,-4,-5,-7,-6,-12,-5,-0.2,-1,9

# SMARCA2 activ, what is marked active above.
Compound,SMARCA2 activ,ASAP1 GAP inh,Rev-erbA mod,NPR2 activator,HTRA1 inhibitor,PG9 Ab binder,GC-A act,ARFGAP1 inh
CCN(CC)CCNC(=S)Nc1ccc2nc(N3CCCC3)cc(C)c2c1,9.6*,-2,-4,2,3,0.3,8,8

# Molecules from the list above that contain a nitro group on carbon:
SMILES,mABHD4 FP,SMARCA2 activ,ASAP1 GAP inh,Rev-erbA mod,NPR2 activator,HTRA1 inhibitor,rCAG RNA binder,PG9 Ab binder,GC-A act,ARFGAP1 inh
C=CCN(CC=C)CCOc1ccccc1[N+](=O)[O-],5,1,8,-6,-1,3,-3,-3.5,3,-18
O=C(Cc1ccc([N+](=O)[O-])cc1)Nc1cccc(C(=O)N2CCCCC2)c1,-3,-2,2,-2,1,-3,2,-0.4,4,-1
Cc1ccc(/C=N/NC(=O)c2cccs2)cc1[N+](=O)[O-],-9,4,-3,1,-1,-16,5,-2.7,-11,-2

# (more compounds)
SMILES,mABHD4 FP,SMARCA2 activ,ASAP1 GAP inh,Rev-erbA mod,NPR2 activator,HTRA1 inhibitor,rCAG RNA binder,PG9 Ab binder,GC-A act,ARFGAP1 inh
Cn1c(=O)[nH]c(=O)c2c1nc(NC1CCCCC1)n2Cc1ccccc1,-1,0,4,-2,39*,-9,-4,-0.8,52*,-6
Nc1nonc1-n1nnc(C(=O)N/N=C/c2ccccc2F)c1-c1cccs1,-8,-3,5,0,-2,-13,2,-2.9,3,1
CCOc1ccc(/C=C2\CCC(C3CCCC3)C2=O)cc1 (configuration not stated),-16,4,-5,2,4,5,-2,1.9,7,7
CCOc1ccc(S(=O)(=O)Nc2cccc(OC)c2)cc1,0,0,-8,-4,-3,-8,-1,-1.6,2,-7
COc1ccccc1CNC(=S)NCCc1ccccc1,-3,2,6,1,0,-8,-4,-2.0,-2,1
COCCNC(=O)Cn1cnc([N+](=O)[O-])n1,2,-3,11,-3,4,-20,-1,-2.0,0,-9
Cc1[nH]n2cnnc2c(=O)c1Br,-7,-1,1,-5,4,9,-1,-0.7,0,-1
CC1CCN(C(=O)COC(=O)CCC(=O)c2cccs2)CC1,1,-3,-3,-2,0,-1,-6,0.8,0,-9
C#CCn1c(=NC(=O)c2ccccc2[N+](=O)[O-])sc2cc(S(C)(=O)=O)ccc21,9,-1,-5,-4,2,2,2,1.0,2,-2
Cc1ccc(CNC(=O)CSc2nc3ccccc3c(=O)n2CCCO)cc1,7,-2,3,0,0,-6,-3,2.5,-2,11
Cc1ccccc1C(=O)N/N=C/c1ccc([N+](=O)[O-])s1,10,-10,4,-1,-4,12,5,-3.5,-2,0
CC(=O)c1c(C)[nH]c(C(=O)Nc2cccc3ccccc23)c1C,-5,-3,-5,-3,-5,-1,1,0.4,3,-4
CCOC(=O)N1CCN(C(=O)C2CCCN(c3ncnc4c3sc3cccc(F)c34)C2)CC1 (configuration not stated),-7,3,-10,-3,0,5,-4,0.5,4,1
CCOC(=O)[C@]12CCCC=C1N(CCC1=CCCCC1)C(=O)[C@H](CC(=O)NCC13CC4CC(CC(C4)C1)C3)C2,3,-2,-1,10,5,·,4,2.0,3,-14
CCOCCn1c(=O)c2c(nc3n2CC(C)CN3CCc2ccccc2)n(C)c1=O (configuration not stated),4,0,-12,-1,14,4,-4,-1.1,9,4
CSc1cccc(NC(=S)NC(=O)c2cccnc2)c1,-1,1,0,4,2,-2,-1,-1.4,0,7
C/C=C1\C(OC2OC(CO)C(O)C(O)C2O)OC=C(C(=O)OC)C1CC(=O)OCC1C(C)C(OC(=O)CC2C(C(=O)OC)=COC(OC3OC(CO)C(O)C(O)C3O)/C2=C\C)CC1C(CO)CO (configuration not stated),6,1,21,-4,1,16,14,-3.4,2,2
CCOC(=O)c1c(C)c(-c2ccccc2)n(CC(=O)N2CCN(C)CC2)c1C,-6,0,6,-5,-7,-6,-1,0.8,2,6
c1ccc(OCCSc2nc3ccccc3o2)cc1,1,1,-8,-2,-4,-7,-5,0.7,-2,5
Nc1nnc(Cc2ccccc2F)s1,-1,1,-8,-1,2,8,-1,-2.1,-3,4
O=C(N/N=C1/CCSC1)c1cc(Br)ccc1O,11,2,1,7,-4,45*,41*,-1.6,2,2
Cc1cccc(-c2noc(CN(C)S(=O)(=O)c3cc(Cl)ccc3Cl)n2)c1,-12,2,-1,1,1,-9,-2,-1.2,4,-17

# Screening data: PubChem, several laboratories

# The order is random, and some 4.4% of all compounds hit somewhere here.
